# Bioassay records deposited in PubChem BioAssay by National Center for Advancing Translational Sciences (NCATS).
# LDHA block = qHTS assay for inhibitors of human lactate dehydrogenase; purified LDHA, NADH/diaphorase-resazurin fluorescence; hits give low values; activity change, % (values are at about 110 or 230 µM); actives 0.15% (n = 480,000); in the data active means activity change below about -30%; inconclusive means mostly about -25% to -30%;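 further: plate controls were DMSO wells for no effect and wells without enzyme for full effect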
#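 Resorufin fluorescence (ex540/em590), read at 0 and 20 min after diaphorase/resazurin addition, reports the NADH left after a 5 min room-temperature reaction of 2 nM human LDH5 with 0.06 mM NADH and 0.2 mM pyruvate.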
# ALOX12 inh = Primary qHTS assay for inhibitors of human arachidonate 12S-lipoxygenase (ALOX12): Round 2 | purified 12hLO, xylenol orange hydroperoxide absorbance | Polyunsaturated fatty acid lipoxygenase ALOX12 (Homo sapiens), P18054 | actives 1.1% (n = 580,000) | AID 1671190, 2021 | Potency, µM (doses to about 108 µM), for inactives: top-dose activity change, negative = inhibition, usual class: inhibitors; further: potency means the concentration at half of the fitted maximal effect; on the % scale 0 is the no-effect control and ±100 the full control effect
#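 Hydroperoxide product was detected by ferrous iron/xylenol orange as the 573 to 405 nm absorbance ratio. Arachidonic acid at 40 uM (final) was turned over for 30 min at room temperature by 150 nM human 12hLO, pH 7.0 Hepes buffer, after 15 min compound preincubation.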
# RGS4 inhibitor = Inhibitors of Regulator of G Protein Signaling (RGS) 4: qHTS. actives 0.039% (n = 390,000). Regulator of G-protein signaling 4 (Homo sapiens), P49798. Potency, µM (series often up to 114 µM), for inactives: top-dose activity change, negative = inhibition, hits mostly inhibitors. Transcreener GDP fluorescence polarization, RGS4-accelerated GTP hydrolysis; further: potency means the concentration at half of the fitted maximal effect; on the % scale 0 is the no-effect control and ±100 the full control effect; nearly all actives have a fitted effect of over 75% in size; some results filed as inactive show a strong effect at the top dose
# Target sequence (P49798 whole entry, looked up): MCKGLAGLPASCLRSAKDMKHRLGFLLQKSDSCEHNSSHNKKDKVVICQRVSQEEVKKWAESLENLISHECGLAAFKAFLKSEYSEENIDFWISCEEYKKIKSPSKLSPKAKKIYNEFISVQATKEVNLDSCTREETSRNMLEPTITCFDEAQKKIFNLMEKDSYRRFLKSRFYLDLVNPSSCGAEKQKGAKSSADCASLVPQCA
#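 MLSMR compounds (23 nl, pin-transferred) preincubated 10 min at room temperature with a 500nM (2x) first reagent, then RGS4 at 900nM (2x) plus Transcreener GDP mix added; fluorescence polarization (620/688 nm) read before and after 90 min at 30 °C.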
# D2 agonist = HTS Assay for Allosteric Agonists of the Human D2 Dopamine Receptor: Primary Screen for Agonists. AID 485358, 2010. activation, % at 2 µM. HEK293 T-REx D2 cells, calcium flux agonist mode. D(2) dopamine receptor (Homo sapiens), P14416. actives 0.53% (n = 340,000);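 active means activation over 3 SD above normal in the single-dose calcium agonist read, cut at about 30% in these data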; further: 0% is about no effect
# Target sequence (P14416 whole entry, looked up): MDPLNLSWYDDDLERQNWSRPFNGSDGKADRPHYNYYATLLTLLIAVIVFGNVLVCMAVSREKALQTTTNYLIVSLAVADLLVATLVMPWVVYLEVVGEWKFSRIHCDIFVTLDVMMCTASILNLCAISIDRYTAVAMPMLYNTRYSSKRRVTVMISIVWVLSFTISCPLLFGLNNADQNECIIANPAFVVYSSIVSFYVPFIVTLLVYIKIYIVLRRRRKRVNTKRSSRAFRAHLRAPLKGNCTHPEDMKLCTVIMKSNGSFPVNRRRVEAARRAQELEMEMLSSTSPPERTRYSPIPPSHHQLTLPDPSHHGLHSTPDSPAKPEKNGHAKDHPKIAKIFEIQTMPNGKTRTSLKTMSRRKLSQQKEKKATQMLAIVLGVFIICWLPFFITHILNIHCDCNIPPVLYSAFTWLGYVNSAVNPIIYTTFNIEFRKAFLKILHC
#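 Agonism scored from kinetic calcium signal (1 read/sec, 180 s) following compound pin transfer, after a 10 s baseline. Cells: HEK293 Trex line expressing inducible D2 receptor coupled to calcium, dye-loaded after overnight culture at 30 C.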
# Vif-APOBEC3F blk = qHTS for Inhibitors of Vif-A3F Interactions: qHTS. Potency, µM (titrated, usually from 46.1 µM), without a hit: top-dose activity, negative = active. actives 0.2% (n = 390,000). HeLa A3F-eYFP + Vif (tagged APOBEC3F with the HIV-1 protein that degrades it), YFP fluorescence increase; further: potency means the concentration at half of the fitted maximal effect; % of control where 0% means no effect; nearly all actives have a fitted effect of over 65% in size
#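 HeLa cells stably expressing A3F-eYFP plus Vif, plated and incubated overnight at 37 deg C, then exposed to compounds overnight at 37 deg C. Blocked degradation read as raised yellow fluorescence (Ex 488/Em 500-530).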
# Vif-A3G inh = qHTS for Inhibitors of Vif-A3G Interactions: qHTS; actives 0.076% (n = 410,000); HeLa A3G-eYFP + Vif (tagged APOBEC3G with the HIV-1 protein that degrades it), YFP fluorescence, overnight; Potency, µM (series often up to 46.1 µM), for the others: top-dose activity, negative = active, actives largely listed as inhibitors;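 further: potency means the concentration at half of the fitted maximal effect; on the % scale 0 is the no-effect control and ±100 the full control effect; nearly all actives have a fitted effect of over 60% in size; hits raise eYFP signal because A3G escapes Vif-driven loss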
# Target sequence (Q9HC16 whole entry, looked up): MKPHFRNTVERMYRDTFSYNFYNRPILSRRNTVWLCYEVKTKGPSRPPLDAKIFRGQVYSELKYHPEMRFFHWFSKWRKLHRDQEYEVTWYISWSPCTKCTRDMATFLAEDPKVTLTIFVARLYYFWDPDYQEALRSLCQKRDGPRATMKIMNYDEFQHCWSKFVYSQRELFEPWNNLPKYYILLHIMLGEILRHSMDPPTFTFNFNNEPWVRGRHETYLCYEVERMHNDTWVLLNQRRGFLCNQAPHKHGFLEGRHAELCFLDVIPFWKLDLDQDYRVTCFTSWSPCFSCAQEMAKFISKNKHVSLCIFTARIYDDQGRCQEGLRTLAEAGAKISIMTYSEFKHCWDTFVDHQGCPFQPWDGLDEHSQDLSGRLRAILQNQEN
#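 HeLa cells stably expressing Vif and C-terminally eYFP-tagged A3G, seeded overnight at 37 deg C, then exposed to compound by pintool overnight at 37 deg C. Rise in yellow fluorescence (Ex 488/Em 500-530, Acumen) marks blocked Vif-driven A3G degradation.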
# D2 antagonist = HTS Assay for Allosteric Antagonists of the Human D2 Dopamine Receptor: Primary Screen for Antagonists; actives 2% (n = 340,000); AID 485344, 2010; HEK293 TREx D2 cells, calcium flux, dopamine EC80; D(2) dopamine receptor (Homo sapiens), P14416; inhibition, % at 10 µM; in the data active means inhibition above about 30%; further: 0% is about no effect
#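 Compounds are added to dye-loaded, induced HEK293 T-REx cells coupled to calcium release via D2; after a 3 min kinetic read an EC80 dopamine stimulus is given and fluorescence is recorded for 3 more min.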
# GRP78 ERSR act = qHTS for Inducers of the Endoplasmic Reticulum Stress Response (ERSR) in Human Glioma: qHTS; U87-MG GRP78 promoter luciferase reporter, 16 h; Potency, µM, without a hit: at the highest dose activation, most hits filed as activators; actives 0.02% (n = 420,000); AID 602332, 2012; further: potency means the concentration at half of the fitted maximal effect; series mostly up to about 76 µM; % of control where 0% means no effect; nearly all actives have a fitted effect of over 35% in size
#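 Stably transfected U87-MG glioma cells carrying a GRP78-based luciferase sensor; 16 h compound incubation. Luminescence end-point read 10 min after Bright-Glo addition at room temperature.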
# ERG Ets-DNA blk = qHTS for Small Molecule Inhibitors of the ERG Ets/DNA interaction; Transcriptional regulator ERG (Homo sapiens), P11308; Potency, µM (top dose mostly 76.9 µM), for the others: at the highest dose FP activity, negative = inhibition, most hits filed as inhibitors; actives 0.028% (n = 370,000); fluorescence polarization, His-ERG Ets domain / labelled DNA; active means well fitted inhibition curve with a large enough effect in the polarisation, with a control signal flat; inconclusive means small, poorly fitted or top-dose-only effect, or effect the other way, or a change in a side signal; inactive means no such curve, though single readings can be large or run the other way; the % refers to the polarisation;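 further: polarization taken with two DNA probes labelled with fluorescein and Texas red; potency means the concentration at half of the fitted maximal effect; % of control where 0% means no effect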
#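 His-tagged ERG Ets domain (1 uM in the protein solution; 300mM KCl, 50mM Tris-HCl, 1mM EDTA, 1mM DTT, pH 7.5) received compound, then a probe mix of 5 nM fluorescein-DNA and 100nM Texas-615-DNA. Fluorescence polarization was read for both dyes.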
# Active calls of the source: *; ? = inconclusive; · = no result given; & = joins results of further samples; [ ] = remark or other dose. Unless noted, the call rests on the fitted dose curve; in most records, active means well fitted curve in the direction sought with a large enough effect; inconclusive means small, poorly fitted or top-dose-only effect, or another doubt; inactive means no such curve, though single readings can be large; an effect the other way counts as inactive or inconclusive. The list is partial; count on the stated rates, not on these rows.
structure	LDHA block	ALOX12 inh	RGS4 inhibitor	D2 agonist	Vif-APOBEC3F blk	Vif-A3G inh	D2 antagonist	GRP78 ERSR act	ERG Ets-DNA blk
COC(=O)c1ccc(Oc2c(F)c(F)nc(N3CCOCC3)c2F)cc1	5	11%	-20%	-0.1	-1%	-8%	2	-2%	-2%
Cc1ccc(S(=O)(=O)NC(=O)Nc2ccc(F)cc2)cc1	4	1%	16%	1.0	5%	1%	3	-4%	3%
COc1ccc(CCNC(=O)CCCN2C(=O)c3ccccc3C2=O)cc1OC	-7	-5%	7%	·	-7%	0%	·	-3%	·
O=C(CN1C(=O)CCC1=O)Nc1nc(-c2ccc(Cl)s2)cs1	-13	-5%	19%	1.4	-5%	1%	-11	4%	-7%
COc1cc(C)nc(NC(=S)N(C)C(=O)c2ccccc2)n1	-5	20%	19%	-2.3	-2%	1%	12	1%	-7%
CC1CSc2nc3sc4c(c3c(=O)n21)CCCC4 (configuration not stated)	-3	?	?	-0.6	-1%	-7%	-6	0%	2%
CCC(Sc1ccc(Cl)cc1)C(=O)Nc1nnc(-c2cccc([N+](=O)[O-])c2)s1 (configuration not stated)	-9	17%	15%	1.2	-7%	1%	-4	-2%	6%
Cc1cc(-c2n[nH]c(=S)n2/N=C/c2ccc(Cl)c([N+](=O)[O-])c2)n[nH]1	-4	40µM*	-28%	1.3	-18%	?	7	-3%	-2%
Cc1ccc(OCCNc2ccc(C(F)(F)F)cc2[N+](=O)[O-])cc1	0	?	-16%	1.0	-21%	0%	0	0%	1%
Cc1cc(Nc2cccc([N+](=O)[O-])c2)c2cccc(C)c2n1	1&-3	?	1%	-0.6	?	3%	-1	-8%	7%
CCNC(=S)NNC(=O)c1ccc(OC(F)F)cc1	-9	6%	5%	0.4	0%	0%	3	1%	-1%
Cc1cc(N)c2cc(NC(=O)/C=C/c3ccccc3Cl)ccc2n1	-5	·	?	-1.3	10%	?	2	-14%	28%
Cc1ccc(NC(=O)Nc2nnc([C@H]3C[C@H](O)[C@@H](CO)O3)s2)cc1	-12	-10%	·	·	·	3%	·	1%	·
COc1cccc(/C=C2\SC(=O)N(CC(=O)NC3CCS(=O)(=O)C3)C2=O)c1 (configuration not stated)	1	4%	-21%	-1.2	-2%	3%	-1	-3%	-12%
CCN(CCCNC(=O)c1cc2c(Cl)nc3ccccc3c2s1)Cc1ccccc1	3	?	-8%	·	-7%	-2%	·	-3%	-5%
COc1ccc(S(=O)(=O)N2CCOCC2)cc1NC(=O)CN1C(=O)NC2(CCCCC2C)C1=O (configuration not stated)	-1	8%	-26%	·	6%	1%	-6	-5%	-4%
CCOc1ncccc1C(=O)OCC(=O)N1CC(=O)Nc2ccccc21	-2	-28%	-5%[56.9 µM]	-0.8	-9%	-4%	-9	-5%	-7%
COc1ccc(OC)c(-c2nn(-c3ccccc3)cc2C(=O)NCC(c2ccco2)N2CCCC2)c1 (configuration not stated)	-5	155%[activator]	30%	0.2	-8%	4%	36*	-3%	-8%
NC1=NC(=O)/C(=C\c2ccco2)S1	21	?	-49%	1.1	-4%	-1%	-6	0%	13%
COc1cccc(N2CC(O)Cn3c2nc2c3c(=O)n(CCCc3ccccc3)c(=O)n2C)c1 (configuration not stated)	0	1%	-11%	0.8	-3%	1%	-4	-7%	0%

# Structures listed so far printed as active in D2 antagonist:
SMILES | LDHA block | ALOX12 inh | RGS4 inhibitor | Vif-APOBEC3F blk | D2 antagonist | GRP78 ERSR act | ERG Ets-DNA blk
COc1ccc(OC)c(-c2nn(-c3ccccc3)cc2C(=O)NCC(c2ccco2)N2CCCC2)c1 (configuration not stated) | -5 | 155%[activator] | 30% | -8% | 36* | -3% | -8%

# Remaining list, next part
structure	LDHA block	ALOX12 inh	RGS4 inhibitor	D2 agonist	Vif-APOBEC3F blk	Vif-A3G inh	D2 antagonist	GRP78 ERSR act	ERG Ets-DNA blk
S=c1nccc(-c2ccc3c(c2)CCO3)[nH]1	-11	1%	-37%	-0.3	-19%	3%	6	-7%	-1%
COc1ccccc1N(CC(=O)NC1CCCCC1)C(=O)c1csnn1	-17	-1%	-4%	1.0	-1%	2%	-26	-1%	-9%
CCC(=O)Nc1cccc(C2=NOC3(C2)C[C@@H](C(N)=O)N(C(=O)c2ccc(OC)cc2)C3)c1 (some centres not stated)	1	-12%	15%	-0.3	5%	2%	-9	-3%	12%
O=C(NC(N1CCOCC1)C(Cl)(Cl)Cl)c1ccco1 (configuration not stated)	-4	3%	20%	·	4%	0%	1	-2%	-7%
COc1cc(/C=C/c2cccc[n+]2C)ccc1OCC(=O)Nc1ccccc1	-12	?	-1%	0.4	3%	2%	-14	-2%	0%
CN(Cc1ccccc1)CC(O)COc1ccc(CNCCc2cccnc2)cc1 (configuration not stated)	-1	-3%	8%	-0.3	-6%	-1%	10	-4%	3%
Cc1cc(N2CCCC2=O)ccc1S(=O)(=O)Nc1c(C)nn(C)c1C	1	-2%	-7%	0.0	9%	3%	-2	-3%	33%[activator]
CCN(CC)c1ccc(NC(=O)CN2CCN(S(=O)(=O)c3ccc(C(C)C)cc3)CC2)cc1	8	3%	1%	0.8	1%	2%	·	-2%	0%
COc1c(C)cc(C(=O)C2CCCN(C(=O)/C=C/c3ccccn3)C2)cc1C (configuration not stated)	-6	-6%	7%	0.9	-10%	1%	-8	1%	-4%
COc1ccc(CC(=O)N2CCc3cc(OC)c(OC)cc3C2COc2ccc(OC)cc2)cc1 (configuration not stated)	2	-6%	-14%	-0.4	16%	-4%	·	-3%	0%
Clc1ccc(-c2nnc(SCc3nc4ccccc4s3)o2)cc1	-7	1%	23%	0.4	0%	1%	0	6%	0%
Cc1cc(-c2ccc(S(=O)(=O)N3CCN(c4cccc(C(F)(F)F)c4)CC3)s2)on1	-8	-7%	8%	-0.7	-5%	-1%	-1	-4%	0%
CC(C)CNC(=O)c1ccc(COc2ccc(Cl)cc2Cl)o1	2	0%	-11%	1.1	5%	2%	8	-5%	1%
CC1CCCC(C)N1c1ccc(S(=O)(=O)N2CCOCC2)cc1Cl (configuration not stated)	5	-1%	-2%	-0.5	13%	0%	-12	-4%	2%
CCOC(=O)c1c(C)nc(C)c(C(=O)OCC)c1-c1ccc(OC)cc1	2	-6%	4%	0.4&-1.2	3%	0%	-14&-9	-3%	4%
Nn1c(SCC(=O)Nc2ccc3c(c2)OCCO3)nnc1-c1ccncc1	-15	129%[activator]	6%	·	?	3%	·	2%	2%
OCCC1CN(CCCc2ccccc2)CCN1CCc1ccccc1 (configuration not stated)	-3	0%	-27%	-0.7	9%	-5%	-16	-1%	?
O=C(Nc1cc(C(=O)N2CCCC2)ccc1N1CCCC1)c1ccccc1	3	-12%	-18%	0.9	-6%	-8%	17	-2%	·
CN1CCN(c2ccccc2NC(=O)Cc2ccc(Cl)cc2)CC1	-11	23%	19%	0.4	-5%	0%	0	-5%	-1%
Cc1c(C(=O)N2CCN(c3ncccn3)CC2)sc2nc3n(c(=O)c12)CCCC3	-2	11%	18%[11.4 µM]	0.1	0%	-2%	-18	-1%	8%

# More records:
structure	LDHA block	ALOX12 inh	RGS4 inhibitor	D2 agonist	Vif-APOBEC3F blk	Vif-A3G inh	D2 antagonist	GRP78 ERSR act	ERG Ets-DNA blk
COc1ccccc1OCCCCCCN1CCN(C)CC1	-2	?	2%	·	11%	1%	·	-7%	5%
COc1ccc(OC)c(CN2CCCC(C(=O)c3ccccc3SC)C2)c1 (configuration not stated)	-4	4%	-1%	0.0	4%	2%	51*	-5%	16%
COC(=O)CC1(C(=O)OC)Nc2cc(Cl)c(Cl)cc2S(=O)(=O)N1O (configuration not stated)	5	?	·	·	-5%	-1%	·	-5%	·
O=C(NCc1ccccc1)C1CCCN1S(=O)(=O)c1cccc2cccnc12 (configuration not stated)	-6	7%	-1%	-0.4	-2%	3%	9	-5%	4%
Cc1cccc(N2CCN(C(=O)Cc3ccc(-n4c(=O)[nH]c5ccsc5c4=O)cc3)CC2C)c1 (configuration not stated)	-4	-23%	-8%	1.2	-27%	0%	-2	-4%	-2%
COc1ccc(-c2nnc(CSc3nc4ccccc4c(=O)n3C)o2)cc1OC	-5	23%	22%	0.3	-8%	3%	-12	-2%	0%
COc1ccc(S(=O)(=O)NCC(c2cccnc2)N2CCN(c3ccccc3OC)CC2)cc1C (configuration not stated)	-6	-3%	8%	-0.1	-4%	-1%	-1	-1%	-6%
O=C(Cn1cc(CNC(=O)C2CCCCC2)nn1)Nc1cc(C(F)(F)F)ccc1Cl	-5&-4	?	-11%	·	-3%	0%	·	0%	·
